Compound activity as filed in PubChem.
West Nile virus CPE: West Nile virus antiviral activity, cell-based, CPE readout (AID 1621). West Nile virus-infected cells, CPE inhibition; higher % means a stronger effect. hit rate 0.02% among 290,000. CPE inhibition, % at 10 µM, or IC50 in µM where a hit was titrated; in the data active means a potency from the dose series; inconclusive means CPE inhibition mostly from about 3.7% at the one dose, without a potency; inactive means the rest, 99 in 100 with CPE inhibition below about 2.2%; further: strong numbers were not always called active
CSM14.1 death rescue: rescue of cells from ER stress-induced death, primary screen, 384-well, CSM14.1, thapsigargin, ATP luminescence (AID 1222); CSM14.1 thapsigargin-induced death rescue, ATP luminescence; higher % means a stronger effect; 190,000 tested, under 10 active; one-dose cellular ATP content (survival), % at 20 µM; EC50 in µM for titrated hits;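 active means EC50 below 50 µM in the dose-response confirmation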;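 further: death triggered by thapsigargin at about 15 µM added after 2 h compound pretreatment; cell ATP read after overnight thapsigargin exposure of roughly 18 to 22 hours; normalized against plate controls of thapsigargin alone and 5% DMSO vehicle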
WT yeast gro inh: growth inhibition of WT yeast, mitochondrial fusion screen; inhibition, % at 10 µM; hit rate 2.1% among 190,000; AID 1362; mitochondrial fusion phenotypic screen, WT strain; in the data active means inhibition above about 58%; tested in S. cerevisiae
XIAP antagonists: XIAP antagonists, biochemical, IAP family, fluorescence polarization (AID 1018); XIAP BIR domain, fluorescence polarization peptide displacement; higher % means a stronger effect; one-dose displacement, % at 20 µM; IC50 in µM for titrated hits; hit rate 0.007% among 200,000; in the data active means displacement above about 50%; further: a part of the inactive calls stands beside numbers as strong as those of hits
RSV CPE inhibition: RSV antiviral activity via CPE protection, HEp-2 cells, primary 10 µM value included (AID 2391); HEp-2 cells, RSV-induced CPE inhibition; higher % means a stronger effect; one-dose CPE inhibition, % at 10 µM; IC50 in µM for titrated hits; hit rate 0.13% among 310,000; in the data active means a potency from the dose series; inconclusive means CPE inhibition mostly from about 23% at the one dose, without a potency; inactive means the rest, 99 in 100 with CPE inhibition below about 21%; further: strong numbers were not always called active
SV40 large T antigen: TAg ATPase/helicase activity blockers – biochemical (AID 1903). hit rate 0.39% among 310,000. inhibition, % at 20 µM; hits with a dose series show IC50 in µM. SV40 large T antigen ATPase/helicase inhibition assay; higher % means a stronger effect; in the data active means a potency from the dose series; inconclusive means inhibition mostly from about 32% at the one dose, without a potency; inactive means the rest, 99 in 100 with inhibition below about 32%; further: strong numbers were not always called active
Yfh1-off respiration: mitochondrial function rescue without frataxin homolog – Friedreich's ataxia, plus single-dose screen, dose response (AID 1465); S. cerevisiae Yfh1-off respiration, WST-1 reduction, 72 h; higher fold induction means a stronger effect; fold induction at 50 µM; hits with a dose series show EC50 in µM; hit rate 0.074% among 220,000;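 active means fold induction of absorbance versus untreated yeast above a set limit, then at least 30% activation at any dose in follow-up; inconclusive means repeats straddling the limit, or above it without dose testing; inactive means fold induction below the set limit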;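 further: activators that raise dye reduction in frataxin-depleted yeast; strong numbers were not always called active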
Dengue-2 NS5 capping: flavivirus cap methylation enzyme inhibition – biochemical, confirmation dose response, primary screen (AID 588689); Dengue-2 NS5 methyltransferase capping enzyme assay, biochemical; higher % means a stronger effect; hit rate 0.3% among 340,000; inhibition, % at 25 µM; hits with a dose series show IC50 in µM; in the data active means a potency from the dose series; inconclusive means inhibition above about 29% without an active follow-up result
UTI89 phage lysis: inhibition of K1F phage lysis, E. coli UTI89, bacterial capsule biogenesis inhibitors, alamar blue (AID 488966) | hit rate 0.02% among 340,000 | E. coli UTI89 K1F phage lysis, alamar blue, 2 h; higher % means a stronger effect | one-dose inhibition, % at 100 µM; IC50 in µM for titrated hits;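 active means phage lysis inhibition, versus mean bacterial control, above a set limit; inconclusive means no clear call, values can overlap the other calls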;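 further: capsule biogenesis inhibitors block K1F phage lysis so surviving cells raise fluorescence; higher fluorescence means more inhibition of phage lysis; actives were called in the ten point dose series up to 300 µM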
WT yeast gro inh mutant strain: also measured in WT yeast gro inh; calls as there; inhibition, %; mitochondrial fusion phenotypic screen, mutant strain inhibition
Dengue-2 NS5 capping pilot replicate: second read-out of Dengue-2 NS5 capping, no call of its own (marks repeat the call); inhibition, %; measured here: pilot screen replicate inhibition
Numbers without * were called inactive; i = inactive; ? = inconclusive; · = no result given; [ ] = another dose, or the depositor's remark.

SMILES | West Nile virus CPE | CSM14.1 death rescue | WT yeast gro inh | WT yeast gro inh mutant strain | XIAP antagonists | RSV CPE inhibition | SV40 large T antigen | Yfh1-off respiration | Dengue-2 NS5 capping | UTI89 phage lysis | others
CCN(C(=O)c1coc(=O)c2ccccc12)c1cc(OC)ccc1OC | 0.7% | -2.5% | 9 | 5 | -2.3% | 0.7% | 5% | i | -2% | 2.3%
Cc1ccc(CCNc2ccc3ccccc3c2)cn1 | -0.4% | · | 32 | 35 | · | 10% | 21% | i | 47% | 2.2%
Cc1ccccc1Cn1cnc2c(cnn2C(C)(C)C)c1=O | 1.0% | -0.2% | -4 | 2 | -3.8% | -0.1% | 1% | i | -4% | 1.4%
O=C(Nc1ccc(S(=O)(=O)Nc2nccs2)cc1)c1cnc(Cl)c(Cl)c1 | 0.3% | · | · | · | · | -2.1% | 6% | i | -10% | -0.1%
Cc1nnc(SCCC(C)C)[nH]c1=O | 0.8% | -1.1% | -3 | -6 | -4.3% | 0.4% | 11% | i | 1% | 0.8%
O=Nc1c(O)n(Cc2c(Cl)cccc2Cl)c2ccccc12 | 0.2% | -2.4% | -3 | -13 | -2.4% | 4.6% | 6% | i | 1% | -0.1%
O=C(Cc1ccc(S(=O)(=O)N2CCCC2)s1)NC1CCCCCC1 | 0.1% | 0.5% | -5 | -12 | -6.2% | 0.9% | 16% | i | -1% | 3.9%
COc1ccccc1Nc1ncnc2ccc(C)cc12 | 0.7% | -2.5% | -8 | 18 | -4.5% | · | 5% | i | -4% | 0.4%
CCCc1cc(C(=O)Nc2cc(OC)ccc2OC)cs1 | 0.1% | · | · | · | · | 7.4% | 8% | · | 0% | 0.1%
COc1ccc2nc(N3C(=O)CC(Cc4cc(C)cc(C)c4)C3=O)sc2c1 (stereo unspecified) | · | -2.0% | -1 | 10 | -6.2% | 0.5% | -1% | · | -2% | 0.0%
CCOc1ccc(N(CC(=O)Nc2c(C)cccc2C)S(=O)(=O)c2c(C)[nH]c(=O)[nH]c2=O)cc1 | -0.1% | · | · | · | · | 0.0% | 3% | i | -3% | 0.2%
COc1ccc(OC)c(NC(=O)CCNS(=O)(=O)c2cccc3nsnc23)c1 | -1.2% | · | · | · | · | 2.6% | 8% | · | -4% | 0.1%
N#CC1=C2SCCN2C(=O)C(C#N)C12CCCCC2 (stereo unspecified) | -0.1% | 1.2% | 7 | 6 | -1.6% | 0.3% | 14% | i | 0% | 0.9% | Dengue-2 NS5 capping pilot replicate=-5.9
O=C(NCCSc1ccc(Cl)cc1)c1ccco1 | -0.7% | 0.6% | 11 | 21 | -5.5% | 1.1% | -3% | i | 2% | -0.1% | Dengue-2 NS5 capping pilot replicate=-1.8
CC(NC(=O)c1cc2c(=O)n3ccccc3nc2n(CC2CCCO2)c1=N)c1ccccc1 (stereo unspecified) | -0.8% | · | · | · | · | 1.1% | 6% | · | -1% | 0.3%
Cn1c(NC(=O)c2ccco2)cc(=O)n(C)c1=O | 0.7% | 0.4% | -21 | -14 | 0.4% | 1.9% | -2% | i | -2% | 3.0%
Cc1cccc(NC(=O)CCCN2C(=O)C3CC=CCC3C2=O)c1 (stereo unspecified) | 0.1% | · | · | · | · | 1.5% | 24% | · | -13% | 1.8%[50 µM]
Clc1ccc(CNc2nc(CN3CCOCC3)nc3scc(-c4ccccc4)c23)cc1 | -1.0% | -2.7% | 79* | 18* | -8.9% | 1.7% | -8% | i | 1% | 8.4%
COC(=O)Nc1cc([N+](=O)[O-])ccc1OC | 0.0% | -0.5% | 6 | 11 | -6.6% | 0.8% | 3% | i | -3% | 1.9%
Cc1cccn2c(=O)nc(SCC(=O)c3ccccc3)nc12 | · | · | · | · | · | 0.4% | 11% | · | -1% | 1.0%[50 µM]
O=C(Cn1cccc1C(=O)c1ccccc1)NCCCN1CCc2ccccc2C1 | -0.5% | -2.3% | 3 | 11 | -4.5% | -1.6% | 4% | i | -13% | -0.8%
CCOC(=O)C1=C(C)N=c2s/c(=C\c3ccc(O)c([N+](=O)[O-])c3)c(=O)n2C1c1ccccc1OC (stereo unspecified) | -2.2% | · | · | · | · | 19% | 12% | · | 25% | -2.1%
Cc1cc(-c2ccccc2)nc(-c2ccccc2)c1C | 3.0% | 1.4% | 78* | 52* | -4.8% | 6.3% | -1% | i | -10% | -0.2%
O=C(c1cnn2c(C(F)F)cc(-c3ccccc3)nc12)N1CCSCC1 | -0.4% | 0.6% | 23 | 14 | -2.8% | 0.1% | 12% | i | -1% | 0.2%
CN(C)CCNC(=O)C(=O)Nc1ccc2c(c1)N(S(=O)(=O)c1cccs1)CCC2 | · | · | · | · | · | -0.6% | 86% | · | 4% | 0.5%[50 µM]

Two compounds picked at random from those above:
SMILES | West Nile virus CPE | CSM14.1 death rescue | WT yeast gro inh | WT yeast gro inh mutant strain | XIAP antagonists | RSV CPE inhibition | SV40 large T antigen | Yfh1-off respiration | Dengue-2 NS5 capping | UTI89 phage lysis | others
Cc1cccc(NC(=O)CCCN2C(=O)C3CC=CCC3C2=O)c1 (stereo unspecified) | 0.1% | · | · | · | · | 1.5% | 24% | · | -13% | 1.8%[50 µM]
Cc1nnc(SCCC(C)C)[nH]c1=O | 0.8% | -1.1% | -3 | -6 | -4.3% | 0.4% | 11% | i | 1% | 0.8%

The listing picks up, starting 5 compounds before the break.
SMILES | West Nile virus CPE | CSM14.1 death rescue | WT yeast gro inh | WT yeast gro inh mutant strain | XIAP antagonists | RSV CPE inhibition | SV40 large T antigen | Yfh1-off respiration | Dengue-2 NS5 capping | UTI89 phage lysis | others
O=C(Cn1cccc1C(=O)c1ccccc1)NCCCN1CCc2ccccc2C1 | -0.5% | -2.3% | 3 | 11 | -4.5% | -1.6% | 4% | i | -13% | -0.8%
CCOC(=O)C1=C(C)N=c2s/c(=C\c3ccc(O)c([N+](=O)[O-])c3)c(=O)n2C1c1ccccc1OC (stereo unspecified) | -2.2% | · | · | · | · | 19% | 12% | · | 25% | -2.1%
Cc1cc(-c2ccccc2)nc(-c2ccccc2)c1C | 3.0% | 1.4% | 78* | 52* | -4.8% | 6.3% | -1% | i | -10% | -0.2%
O=C(c1cnn2c(C(F)F)cc(-c3ccccc3)nc12)N1CCSCC1 | -0.4% | 0.6% | 23 | 14 | -2.8% | 0.1% | 12% | i | -1% | 0.2%
CN(C)CCNC(=O)C(=O)Nc1ccc2c(c1)N(S(=O)(=O)c1cccs1)CCC2 | · | · | · | · | · | -0.6% | 86% | · | 4% | 0.5%[50 µM]
Cc1ccc(NC(=O)CSc2nc(C)c(C)c(C)n2)c([N+](=O)[O-])c1 | -0.2% | -8.2% | -7 | 12 | -7.9% | 4.6% | 7% | i | 1% | 4.1%
COc1cc(C2C(C#N)=C(N)Oc3cc(O)ccc32)cc2c1OCO2 (stereo unspecified) | -0.4% | 2.2% | -24 | 0 | -8.1% | -0.5% | 19% | i | -16% | 1.4%
Cc1ccc(C)c(-c2nnc(OCC(=O)Nc3cc(C)on3)c3ccccc23)c1 | -1.2% | 0.4% | -6 | 1 | -4.2% | 3.2% | -1% | i | 1% | 1.2%
Cc1nc(-c2ccc(NC(=O)C3CC3)cc2)cs1 | -0.8% | · | · | · | · | ? | 3% | · | -3% | 0.1%
CCN(CC)CCn1c2c(c(SCC(=O)Nc3ccc(C)c(F)c3)nc1=O)CCCC2 | · | · | · | · | · | -1.4% | 10% | · | -3% | 1.1%[50 µM]
OCC1(CCc2ccccc2)CCCN(C/C=C/c2ccccc2)C1 (stereo unspecified) | -1.3% | · | · | · | · | -0.5% | 4% | · | -2% | 0.3% | Dengue-2 NS5 capping pilot replicate=-2.7
Cc1c(NC2=CC(=O)CCC2)c(=O)n(-c2ccccc2)n1C | 0.1% | -0.8% | 2 | 2 | -3.7% | -1.2% | 18% | i | -7% | 0.2%
O=C(NC1CCN(C(=S)Nc2ccccc2Cl)CC1)C1CCCCC1 | -1.7% | · | · | · | · | 2.5% | 4% | · | -7% | -0.4%
CCc1ccc(NC(=O)CSc2nc(=O)n(CCN(C)C)c3c2CCCC3)cc1 | · | · | · | · | · | 0.4% | 22% | · | -2% | 0.4%[50 µM]
O=C(N1CCOCC1)N1CCN(S(=O)(=O)c2cccc([N+](=O)[O-])c2)CC1 | 0.0% | · | · | · | · | 1.3% | -2% | · | -3% | 0.2%
Cc1cc(C)n(C(C)CNC(=O)c2ccc3c(c2)OCO3)n1 (stereo unspecified) | -0.1% | · | · | · | · | 0.5% | 4% | · | -5% | -0.1%
COc1ccc(C2/C=C\CN(CC(C)C)CC(=O)N2Cc2ccc(F)cc2)cc1 (stereo unspecified) | -0.2% | · | · | · | · | -2.0% | 3% | i | -1% | 0.6%
O=C(c1ccccc1Cc1ccccc1)N1CCN(S(=O)(=O)c2ccccc2[N+](=O)[O-])CC1 | · | · | · | · | · | 9.8% | 13% | · | -2% | 0.7%[50 µM]
Cc1cccc(NC(=S)NCCC(C)C)c1 | -0.8% | -5.0% | 33 | 1 | -1.6% | 2.1% | 16% | i | -4% | 2.8%[50 µM]
Cc1csc(NC(=O)C(CC(C)C)NS(=O)(=O)c2ccc3c(c2)oc(=O)n3C)n1 (stereo unspecified) | 0.1% | -2.7% | 6 | -3 | -6.4% | -0.6% | 1% | i | -2% | 0.0%
COc1cccc(/C=N/NC(=O)c2cnccn2)c1OC | 0.1% | · | · | · | · | · | 9% | i | -7% | -0.3%
C=CC1=C(C(=O)O)N2C(=O)C(NC(=O)Cc3ccccc3)C2SC1 (stereo unspecified) | 0.2% | -1.8% | -2 | -11 | -4.3% | 0.4% | 17% | i | 33% | 0.8%
CCCCCCOc1ccc(C(=O)O)cc1 | 0.4% | · | · | · | · | 0.6% | · | i | -8% | 0.2%
COC(=O)NCC(c1cccnc1)N1CCN(c2ccccc2F)CC1 (stereo unspecified) | 0.2% | 1.5% | 3 | 2 | -4.0% | 1.1% | 11% | i | 3% | -1.8%
CCOCCCn1c(C)nc2c(c1=O)c1nc3ccccc3nc1n2-c1ccc2c(c1)OCCO2 | 0.2% | · | · | · | · | 1.8% | 10% | i | · | ·
Cc1cc(C(=O)Nc2cccc(C)c2C)c2ccccc2n1 | -0.6% | · | · | · | · | 0.7% | 8% | · | -4% | 0.3%
COc1ccc(C2=NN(S(C)(=O)=O)C(c3ccc4nccnc4c3)C2)cc1 (stereo unspecified) | -0.7% | -2.5% | -5 | -11 | -3.8% | 0.4% | 16% | i | -5% | 8.4%
Clc1ccc(-c2nnc(-c3cccc4ccccc34)o2)cc1Cl | 0.6% | · | · | · | · | 1.1% | 1% | i | · | ·
CCCSc1nnc(CNS(=O)(=O)c2ccc(C)cc2)n1C | -0.4% | · | · | · | · | 0.6% | 29% | · | -9% | 0.8%
